Bioassay records deposited in PubChem BioAssay by National Center for Advancing Translational Sciences (NCATS).
TRPV1 ag: HTS Assay for Compounds that Act as Agonists of the Vanilloid Receptor 1. activation, % at 8.33 µM. Transient receptor potential cation channel subfamily V member 1 (Homo sapiens), Q8NER1. TRPV1-expressing cells, Fluo-8 calcium influx, agonist mode. hit rate 0.19% among 320,000; in the data active means activation above about 80%; inconclusive means between about 30% and that limit; further: 0% is about no effect
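Fluo-8 calcium influx in TRPV1-expressing cells, kinetic read (ex 480/em 520 nm). Compound added and read 3 min for agonist activity, followed by capsaicin at EC20 final and 2 min further read for enhancement.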
MLL CXXC-DNA inh: qHTS Fluorescence Polarization Assay for Inhibitors of MLL CXXC domain - DNA interaction. Histone-lysine N-methyltransferase 2A (Homo sapiens), Q03164. MLL-CXXC / FITC-HOXA9 DNA fluorescence polarization. Potency, µM (series often up to 115 µM), without a hit: top-dose activity change, negative = inhibition, most hits filed as inhibitors. hit rate 0.037% among 290,000. AID 2662, 2010; active means well fitted inhibition curve with a large enough effect in the polarisation, with a control signal flat, not every such curve was filed as active; inconclusive means small, poorly fitted or top-dose-only effect, or effect the other way, or a change in a side signal; inactive means no such curve, though single readings can be large or run the other way; the % refers to the polarisation; further: potency means the concentration at half of the fitted maximal effect
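Purified MLL-CXXC (added from a 7 uM solution) was preincubated 5 min at ambient with pinned compounds in 50 mM Tris-HCl pH 7.5, 50 mM NaCl, 1 mM DTT, 0.05% BSA. Fluorescein-labeled HOX-A9 DNA (50 nM solution) followed, 30 min, then polarization read.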
BRCA1 expr act: qHTS Assay to Identify Small Molecule Activators of BRCA1 Expression. MCF7-BRCA1-FFLuc reporter, luminescence, 48 h; response scale: scaled: vehicle 0%, 10 µM genistein 100%. Potency, µM (doses to about 46.1 µM), for inactives: at the top dose activation, most hits filed as activators. hit rate 1.1% among 380,000. AID 624202, 2012; further: potency means the concentration at half of the fitted maximal effect; nearly all actives have a fitted effect of over 80% in size; some results filed as inactive show a strong effect at the top dose
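Activators of BRCA1 expression were detected as increased firefly luciferase luminescence in engineered MCF7 cells after 48 h compound incubation. Signals were scaled to genistein 10 microM as full activation.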
A-T KAP1 phos: qHTS Assay for Identifying a Potential Treatment of Ataxia-Telangiectasia; […] A-T fibroblasts, KAP-1 phosphorylation AlphaLISA; neocarzinostatin DNA damage 30 min before lysis; Potency, µM (titrated, usually from 57.5 µM), without a hit: at the top dose activation, actives largely listed as activators; hit rate 0.19% among 320,000; AID 485349, 2010; further: potency means the concentration at half of the fitted maximal effect; % of control where 0% means no effect; nearly all actives have a fitted effect of over 45% in size
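ATM-like activity read as KAP-1 phosphorylation via AlphaLISA donor/acceptor antibody pairs after lysis and 6 hr at 25C. Cells were ATM-null patient fibroblasts ([…], hTERT), dosed 60 min, then exposed to the DSB inducer NCS for 30 min.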
TCR activator: Activators of T cell receptors: qHTS campaign | 330,000 tested, under 10 active | AID 504894, 2011 | Potency, µM (titrated, usually from 9.22 µM), for the others: at the highest dose activation of IL-2 secretion, most hits filed as activators | primary human leukocytes, anti-CD3, IL-2 HTRF, 48 h; further: % of control where 0% means no effect
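48 hr co-incubation of compounds, a-CD3 beads and primary human leukocytes; IL-2 quantified homogeneously by HTRF with anti-IL-2 K and d2 conjugates.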
p53 reactivator: qHTS assay for re-activators of p53 using a Luc reporter; H1299 p53-A138V BP100-luciferase reporter, luminescence, 24 h; hit rate 0.063% among 320,000; Potency, µM (titrated, usually from 92.2 µM), for inactives: at the highest dose activity change, positive = activation, most hits filed as activators; AID 504706, 2011; further: potency means the concentration at half of the fitted maximal effect; % of control where 0% means no effect; nearly all actives have a fitted effect of over 45% in size
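H1299 (p53-null), stable ts p53-A138V + BP100-Luc; 1000 cells/well, Opti-MEM/10% FBS; cpd 4 pt, 1:5; 24 h, 37 deg C, 5% CO2; detection reagent 10 min RT; luminescence.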
ELG1 repair inh: qHTS screen for small molecules that inhibit ELG1-dependent DNA repair in human embryonic kidney (HEK293T) cells expressing luciferase-tagged ELG1 | Potency, µM (doses to about 46.1 µM), without a hit: at the top dose activity change, negative = inhibition, hits mostly inhibitors | hit rate 2.3% among 330,000 | HEK293T ELG1-luciferase reporter, luminescence, 16 h; DNA damage induced by 5-fluorouridine; further: potency means the concentration at half of the fitted maximal effect; on the % scale 0 is the no-effect control and ±100 the full control effect; nearly all actives have a fitted effect of over 55% in size
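Overnight (16 hr) co-exposure of 2,000 cells/well to 5-fluorouridine and compound at 37 °C preceded detection. Luciferase was quantified via ONE-Glo luminescence; loss of signal denotes inhibition.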
TSG101-PTAP inh: qHTS Assay for Iinhibitors of HIV-1 Budding by Blocking the Interaction of PTAP/TSG101 | Fluorescence polarization, FITC-PTAP peptide / Tsg101 binding | Tumor susceptibility gene 101 protein (Homo sapiens), Q99816 | AID 493005, 2010 | 340,000 tested, under 10 active | Potency, µM (highest dose often 115 µM), inactives show top-dose activity change, negative = inhibition, actives largely listed as inhibitors; active means well fitted inhibition curve with a large enough effect in the main read-out, with a control signal flat, not every such curve was filed as active; inconclusive means small, poorly fitted or top-dose-only effect, or effect the other way, or a change in a side signal; inactive means no such curve, though single readings can be large or run the other way; further: potency means the concentration at half of the fitted maximal effect; % of control where 0% means no effect
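FP read-out: FITC-PTAP peptide, 50 nM final, binding Tsg101 binding domain, 10 uM final; 20 min, r.t.; 10 mM HEPES pH 7.5, 0.15 M NaCl, 0.01% Tween 20, 3 mM EDTA, 0.1 mM TCEP.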
a7 integrin act: qHTS for Activators of Integrin-Mediated Alleviation for Muscular Dystrophy | alpha7betagal myoblasts, beta-gal FDG fluorescence, 48 h | Potency, µM (series often up to 38.3 µM), for inactives: at the highest dose activation, usual class: activators | hit rate 0.064% among 350,000 | AID 624291, 2012;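 further: potency means the concentration at half of the fitted maximal effect; 100% = response of the positive control SU9516; nearly all actives have a fitted effect of over 60% in size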
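alpha7betagal+/- myoblasts (passage 13, 250/well) treated 48 h at 37C with compounds at 1:260 dilution of DMSO stock. Lysed, then beta-galactosidase activity read as FDG fluorescence (ex 480/em 540) after 30 min, with pre-read for autofluorescence.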
B2AR arrestin: qHTS assay of beta-arrestin-biased ligands of beta2-adrenergic receptor. AID 492947, 2010. Beta-2 adrenergic receptor (Homo sapiens), P07550. beta-arrestin recruitment to beta2AR, cell-based reporter. hit rate 0.02% among 330,000. Potency, µM (top dose mostly 46.1 µM), for inactives: at the highest dose activation, actives largely listed as activators;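 further: potency means the concentration at half of the fitted maximal effect; 0% = DMSO controls and full agonism = EC100 isoproterenol or metaproterenol; nearly all actives have a fitted effect of over 65% in size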
The depositor's hits bear a star; ? = inconclusive; / = not tested or not shown; [ ] = remark or other dose. Unless noted, the call rests on the fitted dose curve; in most records, active means well fitted curve in the direction sought with a large enough effect; inconclusive means small, poorly fitted or top-dose-only effect, or another doubt; inactive means no such curve, though single readings can be large; an effect the other way counts as inactive or inconclusive.

SMILES	TRPV1 ag	MLL CXXC-DNA inh	BRCA1 expr act	A-T KAP1 phos	TCR activator	p53 reactivator	ELG1 repair inh	TSG101-PTAP inh	a7 integrin act	B2AR arrestin
CCOc1ccccc1NC(=O)COC(=O)CCOc1cc(C)ccc1C	17	/	-12%	4%	-7%	3%	6%	-1%	-3%	0.4%
O=C(CNC(=S)N(CCCN1CCOCC1)Cc1cccs1)NCCCN1CCOCC1	1	6%	13%	3%	0%	0%	6%	1%	41%	-1.3%
Cc1ccc(C(=O)NC(=S)N2CCCCCC2)cc1	3	/	35%	2%	-3%	7%	?	-5%	-19%	0.2%
CC1(c2ccc3c(c2)OCO3)NC(=O)N(CC(=O)Nc2ccc(N3CCOCC3)cc2)C1=O (configuration not stated)	-1	4%	1%	3%	-6%	4%	5%	-4%	-9%	-0.2%
NC(=O)c1ccc(Oc2ncc(C(F)(F)F)cc2Cl)cc1	17	7%	4%	4%	-4%	-2%	14%	-2%	17%	-0.3%
Cc1cccc(C(C)C)c1NS(=O)(=O)c1cn(C)nc1C	0	9%	2%	-8%	-11%	6%	-6%	-1%	-7%	-0.8%
CCCNC(=O)Cn1cnc2sc(C(=O)Nc3cc(OC)c(OC)c(OC)c3)c(C)c2c1=O	0	27%	-1%	2%	/	-2%	-17%	-4%	-1%[7.66 µM]	-0.4%
CCCCCCN(C(=O)CCCCCN1C(=O)NC(c2ccc([N+](=O)[O-])cc2)C(C(=O)OCc2ccccc2)=C1C)C(C(=O)NCCCC)C1CCCCC1 (configuration not stated)	/	/	0%	4%	-1%[46.1 µM]	-3%	15%	-7%	-4%	-0.6%
COC(=O)c1cc(NS(=O)(=O)c2ccc(C(C)C)cc2)ccc1N1CCOCC1	3	-10%	-41%	45%	-2%	-1%	?	0%	29%	-0.8%
CCc1nc(N2CCN(C(C)=O)CC2)c2c3c(sc2n1)CC(C(C)(C)C)CC3 (configuration not stated)	?	-2%	-13%	-1%	8%	4%	?	-2%	?	0.5%
CCOc1ccccc1C(=O)N[C@H](C(=O)Nc1cc(S(=O)(=O)N(C)C)ccc1OC)C(C)C	11	-7%	-10%	0%	-3%	2%	-4%	-3%	-21%	0.0%
Cc1ccc(CNS(=O)(=O)c2ccc3c(c2)n(C)c(=O)n3C)cc1	-4	0%	-17%	-11%	-5%	0%	8.2µM*	-6%	12%	0.4%
O=S(=O)(c1ccc(Oc2ccc(-c3nnco3)cc2)nc1)N1CCC(Cc2ccccc2)CC1	1	15%	0%	10%	/	0%	0%	-4%	5%	-0.1%
Cc1ccc(C(=O)Oc2ccc(Br)cc2C(=S)N2CCOCC2)cc1	14	51%[activator]	0%	0%	0%	-3%	-3%	-10%	1%	-0.4%
CSc1ccccc1OCc1cc(C(=O)N(C)Cc2ccncn2)no1	2	10%	?	5%	-1%	?	?	0%	-2%	0.5%
CC[C@@H](C)[C@@H](C(=O)N1CCN(C(=O)OC(C)(C)C)CC1)n1cc(CCCN=C(NC(=O)OC(C)(C)C)NC(=O)OC(C)(C)C)nn1	2	-13%	14%	-2%	-1%	2%	6%	-7%	7%	0.3%
O=C(NCC1CCCO1)C1CCN(C2CCN(C(=O)C3CCCCC3)CC2)CC1 (configuration not stated)	2	0%	0%	1%	2%	5%	1%	0%	-4%	-0.5%
COCCNC(=S)N1CCN(S(=O)(=O)c2ccc(Cl)s2)CC1	1	6%	0%	12%	1%	3%	4%	-1%	?	-0.4%
CN1CCN(c2ccc(CNS(=O)(=O)c3cccc(F)c3)cc2)CC1	-2	44%[activator]	-1%	-4%	-5%	0%	2%	-3%	-17%	-1.0%
COc1cccc(OCC(O)CNC(=O)c2oc3ccc(C)cc3c2C)c1 (configuration not stated)	25	5%	12%	1%	4%	/	-19%	-1%	-17%	0.0%

Shown in CSV form: entries from further up
structure,TRPV1 ag,MLL CXXC-DNA inh,BRCA1 expr act,A-T KAP1 phos,TCR activator,p53 reactivator,ELG1 repair inh,TSG101-PTAP inh,a7 integrin act,B2AR arrestin
CC1(c2ccc3c(c2)OCO3)NC(=O)N(CC(=O)Nc2ccc(N3CCOCC3)cc2)C1=O (configuration not stated),-1,4%,1%,3%,-6%,4%,5%,-4%,-9%,-0.2%
NC(=O)c1ccc(Oc2ncc(C(F)(F)F)cc2Cl)cc1,17,7%,4%,4%,-4%,-2%,14%,-2%,17%,-0.3%
Cc1cccc(C(C)C)c1NS(=O)(=O)c1cn(C)nc1C,0,9%,2%,-8%,-11%,6%,-6%,-1%,-7%,-0.8%
CCCNC(=O)Cn1cnc2sc(C(=O)Nc3cc(OC)c(OC)c(OC)c3)c(C)c2c1=O,0,27%,-1%,2%,/,-2%,-17%,-4%,-1%[7.66 µM],-0.4%
CCCCCCN(C(=O)CCCCCN1C(=O)NC(c2ccc([N+](=O)[O-])cc2)C(C(=O)OCc2ccccc2)=C1C)C(C(=O)NCCCC)C1CCCCC1 (configuration not stated),/,/,0%,4%,-1%[46.1 µM],-3%,15%,-7%,-4%,-0.6%

(further entries)
SMILES	TRPV1 ag	MLL CXXC-DNA inh	BRCA1 expr act	A-T KAP1 phos	TCR activator	p53 reactivator	ELG1 repair inh	TSG101-PTAP inh	a7 integrin act	B2AR arrestin
CN(C)/C=C/c1oc2ccc(O)cc2c1[N+](=O)[O-]	-2	-1%	50%	-4%	3%	4%	?	-3%	7%	0.5%
CC1=NN(c2ccccc2)C(=O)/C1=C\C=C1\N(C)c2ccccc2C1(C)C	2	116%[activator]	-29%	-18%	/	0%	?	18%	13%	-0.3%
COc1ccc(C2=NS(=O)(=O)N(C)C(C(=O)NCc3ccc(F)cc3)=C2)cc1OC	19	0%	-15%	1%	-3%	9%	?	-7%	25%	-1.0%
C[C@]12C(=O)N(c3ccccc3)C(=O)N1[C@H]1c3ccccc3OC[C@@H]1[C@H]2c1ccccc1	/	/	-3%	1%	-22%	7%	-7%	-2%	-6%	0.1%
O=C(CCN1CCCCCC1)Nc1ccc(F)c(F)c1	7	-13%	2%	6%	-2%	-3%	8%	-10%	21%	-0.1%
COc1ccc(-c2ccc([C@H]3[C@H]4C=CC[C@@H](C)[C@@H]4C(=O)N3Cc3ccccc3)c(F)c2)cc1C	-2	-5%	-49%	-16%	3%	-5%	-18%	-8%	24%	0.2%
COc1ccc(-c2cn3cccnc3n2)cc1NS(=O)(=O)c1ccccc1	1	3%	2%	8%	/	-3%	?	-4%	-1%	0.0%
Cc1ccc(S(=O)(=O)c2nc(S(C)(=O)=O)sc2NCC2CCCO2)cc1 (configuration not stated)	0	3%	4%	5%	-2%	-5%	?	0%	-25%	-0.3%
CCn1c(NCc2ccc(N(C)C)cc2)nc2ccccc21	1	4%	80%	-11%	-2%	?	?	-1%	1%	0.3%
CCN(CC(=O)Nc1ccc2c(c1)OCCO2)CC(=O)Nc1ccc(C)c([N+](=O)[O-])c1	/	/	-17%	8%	4%[46.1 µM]	-2%	?	-6%	-22%	-0.1%
COc1ccc(-n2c(N)c(C(=O)NCc3ccco3)c3nc4ccccc4nc32)cc1	8	9%	-8%	17%	3%	-5%	-7%	-8%	-29%	-0.9%
CC(=O)c1ccc(NC(=S)N(Cc2ccccc2)C(C)C2CC2)cc1 (configuration not stated)	8	10%	-20%	10%	10%	-4%	?	-1%	-15%	-0.2%
CCOC(=O)CC1COCCN1C(=O)c1cc(COc2ccc(F)cc2Cl)on1 (configuration not stated)	2	-8%	38%	10%	5%	9%	13%	/	-44%	-0.2%
COCCNC(=O)CCCn1c(=O)c2cc(OC)c(OC)cc2n(CC(=O)c2ccccc2)c1=O	-2	1%	2%	-3%	5%	6%	15%	-1%	-12%	0.2%
COc1ccc(NC(=O)CSc2n[nH]c(-c3ccncc3)n2)c([N+](=O)[O-])c1	-1	-3%	21%	1%	2%	3%	-3%	-2%	5%	-0.2%
CC(=O)c1sc(C(C)(C)C)cc1NC(=O)CCC(=O)O	-4	8%	6%	1%	-43%	0%	3%	-1%	-17%	-0.3%
